Screening data deposited in PubChem BioAssay by several laboratories.
Rv3671c inh = inhibits the M. tuberculosis serine protease Rv3671c; P9WHR9; inhibition, % at 5.96 µM; hit rate 0.048% among 320,000; in the data active means inhibition above about 38%;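 further: extracellular domain of Rv3671c used as enzyme; 0% = enzyme with DMSO and 100% = no enzyme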
SSB-PriA inh = inhibitors of Klebsiella pneumoniae PriA binding to SSB C-terminal tail. AlphaScreen SSBct-PriA binding, biotinylated peptide. inhibition, % at 33 µM. hit rate 0.6% among 430,000; in the data active means inhibition mostly above about 37%, no sharp cut-off; inactive means mostly below about 20%;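 further: plate controls were negative control peptide for no effect and reference peptide for full effect; strong numbers were not always called active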
MazF activator = MazEF (E. coli) toxin RNase activation. P0AE70. FAM/BHQ RNA-DNA oligo cleavage fluorescence, 5 h. activation, % at 20 µM. hit rate 0.32% among 350,000. AID 504720; in the data active means activation above about 50%
Vc quorum ag = inducers of Vibrio cholerae quorum light production without autoinducers. V. cholerae BH1578 lux reporter, luminescence, 6 h. activation, % at 18.7 µM. hit rate 0.16% among 350,000. AID 588436; in the data active means activation mostly above about 9.7%, no sharp cut-off; further: not every result past the cut was called active; inactives centre near 0; reference of the scale not given here
PrPC TRFRET = cell surface PrPC inhibition, primary TR-FRET screen | AID 720596 | hit rate 0.43% among 370,000 | TR-FRET read-out | P04156 | inhibition, % at 13.8 µM; in the data active means inhibition above about 24%; further: 0% = median of the test wells and 100% = reference compound wells
TcdB GH inh = inhibitors of Clostridioides difficile toxin B glycohydrolase; hit rate 0.24% among 350,000; inhibition, % at 9.99 µM; TcdB glycohydrolase enzymatic assay, plate reader; P18177; in the data active means inhibition above about 10%
CCHF vOTU inh = blocks the CCHF virus ovarian tumor domain protease; inhibition, % at 11.5 µM; hit rate 0.55% among 370,000; CCHFV vOTU protease, Pep-AMC fluorescence; AID 651958; in the data active means inhibition above about 30%; further: 0% = vehicle wells with enzyme and 100% = no enzyme wells
SARS 3CLpro inh = SARS-CoV 3CLpro protease inhibition | recombinant SARS-CoV 3CLpro, quenched FRET peptide cleavage | hit rate 0.14% among 290,000 | inhibition, % at 6 µM | P0C6X7; in the data active means inhibition above about 12%
Yp Topo-I inh = blocks Yersinia pestis topoisomerase I activity | activity, % at 10 µM | Y. pestis Topo-I cleavage product accumulation, plate reader | hit rate 0.064% among 360,000 | AID 504884; in the data active means activity above about 50%, passing the limit was not always enough; further: inactives centre near 2
DUSP3 inh = blocks human VHR1 dual specificity phosphatase. P51452. recombinant VHR phosphatase, pNPP absorbance. inhibition, % at 13.3 µM. hit rate 0.52% among 290,000. AID 1654; in the data active means inhibition above about 50%; further: some compounds called inactive have numbers as strong as hits
The depositor's hits bear a star; i = inactive; x = not tested or not shown. Some of the compounds tested (hit frequency here may not be typical).

no.	canonical_smiles	Rv3671c inh	SSB-PriA inh	MazF activator	Vc quorum ag	PrPC TRFRET
1	COC(=O)Cc1ccc(NC(=S)NCCSc2ccc(Cl)cc2)cc1	-6	2	-4	-0.3	2
2	COC(=O)c1sc(S(=O)(=O)N2CCCCC2C(=O)O)c(C(=O)OC)c1C (stereo unspecified)	-2	-5	-3	-1.2	-5
3	Cc1cccc(C)c1OCc1cc(C(=O)N2CC3C[C@@H]4CC2C[C@H](C3)C4)no1	-3	-2	12	0.4	-4
4	O=C(CSC1=NCCS1)c1ccc(Cl)cc1	-4	-4	-3	i	-7
5	Cc1cccc2[nH]c(CN(C)C(=O)CC3C(=O)NCCN3CC(C)(C)C)nc12 (stereo unspecified)	-2	-15	1	-0.5	-4
6	O=C(COC(=O)COc1ccc(Br)cc1)Nc1ccc2c(c1)OCCO2	3	-5	2	i	-6
7	Cc1cc(NC(=O)c2ccccc2-c2ccccc2)ccc1Br	-29	-75	6	-0.3	-2
8	COc1cccc2cc(C(=O)Nc3ccc(F)cc3)c(=Nc3ccc(C(=O)O)cc3)oc12	4	7	1	2.0	5
9	CC(=O)Nc1ccccc1NS(=O)(=O)c1ccc(Cl)cc1	0	-9	-2	-0.3	-7
10	CC1=C(C(=O)N2CCOCC2)CC(CC(=O)NCCCCc2ccccc2)C(=O)N1Cc1ccc(F)cc1 (stereo unspecified)	x	x	6	-0.4	5
11	CCn1c(CC(=O)Nc2ccccc2)nnc1SCC(=O)NC1CCCC1	2	4	7	-0.1	1
12	CCn1c(C)[n+](CC)c2ccc(C(=O)N(C)c3ccccc3)cc21	1	5	-2	2.7	-7

no.	TcdB GH inh	CCHF vOTU inh	SARS 3CLpro inh	Yp Topo-I inh	DUSP3 inh
1	-0.2	-1	2	-4	13
2	1.5	9	0	5	19
3	0.7	4	8	37	9
4	0.7	-22	0	0	18
5	0.5	-9	0	-4	17
6	0.0	-10	x	3	x
7	x	-15	1	13	-4
8	2.3	-2	1	9	21
9	x	-1	2	2	18
10	1.4	6	x	24	x
11	-5.5	18	3	5	31
12	-0.3	11	-6	2	26

(cont.)
no.	canonical_smiles	Rv3671c inh	SSB-PriA inh	MazF activator	Vc quorum ag	PrPC TRFRET
13	Cc1cc(C)c2nc(N3CCC(C(=O)NCCCN4CC(C)CC(C)C4)CC3)sc2c1 (stereo unspecified)	-3	7	5	i	-12
14	C=CCn1c(=O)c2ccccc2n2c(SCc3csc(-c4ccccc4)n3)nnc12	1	5	5	-1.2	-2
15	COc1ccc(/C=N/OCc2ccccc2C#N)c(OC)c1	10	x	-20	i	1
16	COc1ccc(C(=O)Nc2ccc(N3CCN(C)CC3)cc2)cc1[N+](=O)[O-]	1	3	9	-0.4	-20
17	CC1(C)CC(=O)c2cc(C(=O)NC3CCSC3=O)c(=O)n(-c3ccc(Cl)cc3)c2C1 (stereo unspecified)	2	-2	4	-0.2	-7
18	CCC(=O)Nc1ccc2nn(-c3ccc(F)cc3)nc2c1	-9	0	-4	-0.2	1
19	COC(=O)c1ccccc1-c1cn(C)c2ccccc2c1=O	-15	-6	-1	-0.4	-6
20	COc1ccc(CNC(=O)C2CCN(S(=O)(=O)N3CCOCC3)CC2)cc1	-11	-6	1	i	0
21	COc1ccc(Cn2c(=O)[nH]c3cc(C(=O)NCCCN4CCCC4=O)ccc3c2=O)cc1	5	-2	2	i	0
22	C[N+](C)(C)CC/C=C1/c2ccccc2CSc2ccccc21	0	-12	3	i	-9
23	c1ccc(-c2nnc(-c3ccco3)o2)cc1	-8	0	4	6.2	-4
24	Cc1ccc(S(=O)(=O)N2CCOCC2)cc1NC(=O)CSc1nnc2n1CCCCC2	6	9	-2	-0.8	-7

no.	TcdB GH inh	CCHF vOTU inh	SARS 3CLpro inh	Yp Topo-I inh	DUSP3 inh
13	1.1	-15	-2	1	22
14	0.5	12	0	3	-6
15	-1.2	8	0	3	-2
16	-1.0	0	1	3	18
17	x	-3	9	1	8
18	0.0	-51	8	-3	-32
19	-1.0	-8	-1	-2	14
20	x	3	5	-8	37
21	x	-7	1	0	33
22	x	0	-2	-2	4
23	x	7	2	-1	12
24	-0.2	18	x	-7	x

3 of these compounds, set out differently:
#21 COc1ccc(Cn2c(=O)[nH]c3cc(C(=O)NCCCN4CCCC4=O)ccc3c2=O)cc1
#22 C[N+](C)(C)CC/C=C1/c2ccccc2CSc2ccccc21
#23 c1ccc(-c2nnc(-c3ccco3)o2)cc1

| assay / entry | 21 | 22 | 23 |
| --- | --- | --- | --- |
| Rv3671c inh | 5 | 0 | -8 |
| SSB-PriA inh | -2 | -12 | 0 |
| MazF activator | 2 | 3 | 4 |
| Vc quorum ag | i | i | 6.2 |
| PrPC TRFRET | 0 | -9 | -4 |
| TcdB GH inh | x | x | x |
| CCHF vOTU inh | -7 | 0 | 7 |
| SARS 3CLpro inh | 1 | -2 | 2 |
| Yp Topo-I inh | 0 | -2 | -1 |
| DUSP3 inh | 33 | 4 | 12 |

Additional structures:
no.	canonical_smiles	Rv3671c inh	SSB-PriA inh	MazF activator	Vc quorum ag	PrPC TRFRET
25	Cc1ccc(S(=O)(=O)N(CC(=O)N/N=C/c2cccc3c2OCCO3)c2ccccc2F)cc1	-24	x	-25	i	-7
26	Cn1c2ccccc2c2cc(C(=O)O)ccc21	-1	-18	0	i	4
27	COc1ccc(/C=C/C(=O)NCCc2c[nH]c3ccccc23)cc1OC	2	7	10	-0.4	-9
28	C/C(Cn1nnc([N+](=O)[O-])n1)=N\NC(=O)c1ccccc1O	6	x	-6	i	-17
29	Oc1ccc(C[C@@H]2CNCCN2CC2(c3ccccc3)CC2)cc1	1	-18	4	-2.2	2
30	CCn1c(SCC(=O)Nc2ccc3c(c2)n(C)c(=O)n3C)nnc1-c1ccncc1	7	2	3	i	-1
31	COc1cc2[nH]c(=O)n(CCCC(=O)N3CC=C(c4ccccc4)CC3)c(=O)c2cc1OC	-19	-6	1	1.8	-2
32	CCn1nc(C)c([N+](=O)[O-])c1C(=O)NNC(=O)c1ccc(Cl)cc1	2	-4	3	0.7	1
33	NC(=O)c1c(NC(=O)CSc2nnc(Cc3ccccc3)n2Cc2ccco2)sc2c1CCC2	3	-11	-4	-12	3
34	O=C(Cc1ccsc1)Nc1ccc(Cl)cc1Cl	-14	-8	2	0.3	1
35	CCCc1cc(NCCCO)n2c(nc3ccccc32)c1C#N	-1	-7	1	1.1	-2
36	CC(=O)NC(CCS(C)(=O)=O)C(=O)Nc1c(F)cccc1F (stereo unspecified)	-6	-4	13	i	3

no.	TcdB GH inh	CCHF vOTU inh	SARS 3CLpro inh	Yp Topo-I inh	DUSP3 inh
25	x	10	4	14	33
26	x	-7	5	11	4
27	0.8	-9	7	1	-23
28	0.0	3	0	-10	13
29	1.1	-10	x	-5	x
30	0.2	-3	4	8	-3
31	x	-11	3	2	-4
32	1.4	-10	1	1	12
33	x	-6	0	-8	22
34	3.3	7	1	11	-10
35	1.0	-145	4	2	20
36	x	-1	-2	-2	16

(cont.)
no.	canonical_smiles	Rv3671c inh	SSB-PriA inh	MazF activator	Vc quorum ag	PrPC TRFRET
37	COC(=O)/C(=C\c1c[nH]c2ccccc12)NC(C)=O	7	-5	15	x	-2
38	COc1cccc(CN2CCN(S(=O)(=O)c3ccccc3)CC2)c1OC	0	-17	12	-0.5	2
39	FC(F)(F)c1ccc(C2[C@H]3CN(Cc4ccc(-c5ccccc5)cc4)[C@H](c4ccccc4)C34CC2(c2cccnc2)C4)cc1 (stereo partly specified)	-3	15	-1	x	-3
40	O=C(c1cc2cc(Cl)ccc2oc1=O)N1CCCC1	3	-16	3	6.6	-5
41	Cc1cc(C(=O)COC(=O)C2=NNC(=O)CC2)c(C)n1-c1ccc(OC(F)F)cc1	-16	-13	-3	-0.2	0
42	COc1cc(NC(=O)C2CC(=O)N(CCc3ccc(F)cc3)C2)cc(OC)c1OC (stereo unspecified)	1	-9	7	i	-1
43	COc1ccc(-c2csc(C(O)c3ccc(F)c(F)c3)n2)cc1 (stereo unspecified)	x	x	x	2.5	5
44	Cc1cccc(OCCOC(=O)CN2C(=O)NC3(CCCC3)C2=O)c1	-5	5	2	-1.4	12
45	COC(=O)C1=C(CS(=O)(=O)c2ccc(Cl)cc2)NC(=O)NC1c1ccc(O)cc1 (stereo unspecified)	1	-5	-3	-0.2	2
46	CN(C)CCCNC(=O)C[C@H]1C[C@H](C(=O)N2CCCCC2)[C@@]2(C)c3[nH]c4ccc(Cl)cc4c3CCN2C1=O	x	-4	7	i	-2
47	CCOC(=O)c1[nH]cnc1C(=O)Nc1ccccc1C	-4	3	0	-4.1	-6
48	COc1ccc(-n2cc(CN(C)C3CCOCC3)c(-c3cccc(F)c3)n2)cc1	-2	4	7	i	-9

no.	TcdB GH inh	CCHF vOTU inh	SARS 3CLpro inh	Yp Topo-I inh	DUSP3 inh
37	x	6	-4	11	16
38	1.5	-9	x	-3	x
39	-0.5	0	x	x	19
40	x	-4	-4	-1	-18
41	x	0	1	-7	10
42	1.0	-4	-4	1	34
43	1.2	1	x	3	x
44	0.3	-9	x	-3	x
45	1.9	11	3	6	-13
46	-0.1	-1	x	-13	x
47	1.0	-10	4	-13	19
48	-0.2	-3	-3	-1	13

New compounds follow
no.	canonical_smiles	Rv3671c inh	SSB-PriA inh	MazF activator	Vc quorum ag	PrPC TRFRET
49	COC(=O)CNc1nc(Cl)nc(Nc2ccc(C)cc2)n1	9	0	-1	-0.1	1
50	CC(C)(C)C(=O)COC(=O)c1ccc2c(c1)C(=O)N(Cc1ccco1)C2=O	-3	1	-2	4.4	6
51	COCN(C#N)c1nc(N(C)C)nc(N(C)C)n1	-1	-1	3	-0.4	3
52	Cc1cc(C(=O)OCC(=O)N2c3ccccc3CC2C)c(C)o1 (stereo unspecified)	-6	-11	1	i	-2
53	Cc1c(-c2ccccc2)nc(-c2ccccc2)[nH]c1=O	-7	6	-5	-0.2	-7
54	CC(C)NC(=O)c1sc2nc(-c3cccs3)cc(-c3cccs3)c2c1N	-73	-13	-17	x	14
55	COc1ccc2c(c1)CCCC21NC(=O)NC1=O (stereo unspecified)	2	-5	-1	-0.4	2
56	Nn1c(C2CCC2)nc2cc(Cl)ccc2c1=O	3	-16	9	-0.3	0

no.	TcdB GH inh	CCHF vOTU inh	SARS 3CLpro inh	Yp Topo-I inh	DUSP3 inh
49	0.1	2	0	2	19
50	1.7	1	-10	7	16
51	3.8	-7	3	2	25
52	x	12	1	-4	16
53	x	-14	-5	-7	-5
54	x	7	8	x	2
55	x	4	-3	-4	17
56	1.3	-11	4	10	19
